HDAC3 inh = human HDAC3 inhibition | inhibition, % at 8.3 µM | recombinant HDAC3, fluorogenic peptide/trypsin coupled, fluorescence | 0.15% of 320,000 active | AID 2718; in the data active means inhibition above about 26%, passing the limit was not always enough
DYRK1A inh = Dyrk1A (rat) kinase inhibition | 0.43% of 310,000 active | AID 504441 | ADP-Glo luminescence, NFATc1 peptide | inhibition, % at 12.5 µM; in the data active means inhibition above about 50%;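 further: plate controls were vehicle with enzyme for no effect and no enzyme for full effect; many of its hits are not listed in these tables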
PolyA inh = inhibitors of polyadenylation in S. cerevisiae; AID 1875; S. cerevisiae SKY197-pL101 polyadenylation reporter, beta-gal luminescence; efflux-impaired pdr1/pdr3 knockout yeast; score 100 = 6 SD above DMSO; 0.02% of 300,000 active; calls only at 12 µM;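 active means lowest replicate activity score at least 50, where 100 means six control SD above control mean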;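 further: yeast exposed to compound for 9 h at 30 °C; higher score means more reporter readthrough which indicates perturbed polyadenylation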
KCNQ1 inh = blocks the human KCNQ1 potassium channel; P51787; CHO-K1 KCNQ1, FluxOR thallium flux fluorescence; hits give high values; B-score at 10 µM; 1.3% of 310,000 active;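 active means compounds whose thallium flux B-score, printed positive for inhibition, exceeds three library SD while starting fluorescence stays within three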;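 further: channel opened by potassium depolarization with thallium stimulus after 20 min compound exposure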
RGS4 pot = potentiators or activators of RGS4; HEK293 M3R/inducible RGS4, carbachol calcium flux Fluo4; hits give low values; B-score at 10 µM; 0.92% of 310,000 active;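 active means B-score of the integrated calcium signal more than 4 SD below the library mean, with starting fluorescence not abnormally high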;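 further: negative B-score means reduced calcium response which marks RGS4 activation or potentiation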
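System: HEK293 FlpIn-TREx cells, stable M3R, doxycycline-inducible RGS4. Timing: overnight RGS4 induction, 30 min dye load 37 °C, 20 min compound RT. Also added: carbachol, ECmax concentration. Measured by: Fluo4 fluorescence kinetic imaging of calcium. Evaluation: integrated calcium ratio converted to B score.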
KCNK3 inh = human KCNK3 channel inhibition, primary screen. O14649. CHO-KCNK3 thallium flux, FluxOR fluorescence; hits give low values. B-score at 10 µM. 0.84% of 340,000 active;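 active means B-score under library mean minus 4 SD, starting fluorescence ratio at most library mean plus 5 SD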;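 further: more negative B-score means stronger inhibition of thallium flux through KCNK3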
Target sequence (O14649 whole entry, looked up): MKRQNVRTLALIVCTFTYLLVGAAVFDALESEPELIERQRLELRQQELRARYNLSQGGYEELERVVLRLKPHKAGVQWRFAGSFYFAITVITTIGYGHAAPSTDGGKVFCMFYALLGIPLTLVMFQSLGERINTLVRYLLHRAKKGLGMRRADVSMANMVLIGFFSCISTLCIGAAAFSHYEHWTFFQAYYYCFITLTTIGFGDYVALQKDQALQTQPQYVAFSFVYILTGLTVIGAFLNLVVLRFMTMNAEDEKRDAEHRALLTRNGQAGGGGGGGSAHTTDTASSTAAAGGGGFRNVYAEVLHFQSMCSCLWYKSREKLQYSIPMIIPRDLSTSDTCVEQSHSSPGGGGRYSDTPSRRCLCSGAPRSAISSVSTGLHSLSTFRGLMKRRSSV
GSK3B inh = blocks human GSK3beta kinase activity | P49841 | activity score (negative = inhibition), % at 10 µM | 0.038% of 300,000 active | AID 2097 | GST-GSK3beta kinase, ADP-Glo luminescence, 60 min; hits give low values;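 active means more than half of replicate wells score below -50%, meaning over 50% inhibition versus plate controls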;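 further: 0% = median DMSO wells and -100% = median GW8510 positive control wells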
Target sequence (P49841 whole entry, looked up): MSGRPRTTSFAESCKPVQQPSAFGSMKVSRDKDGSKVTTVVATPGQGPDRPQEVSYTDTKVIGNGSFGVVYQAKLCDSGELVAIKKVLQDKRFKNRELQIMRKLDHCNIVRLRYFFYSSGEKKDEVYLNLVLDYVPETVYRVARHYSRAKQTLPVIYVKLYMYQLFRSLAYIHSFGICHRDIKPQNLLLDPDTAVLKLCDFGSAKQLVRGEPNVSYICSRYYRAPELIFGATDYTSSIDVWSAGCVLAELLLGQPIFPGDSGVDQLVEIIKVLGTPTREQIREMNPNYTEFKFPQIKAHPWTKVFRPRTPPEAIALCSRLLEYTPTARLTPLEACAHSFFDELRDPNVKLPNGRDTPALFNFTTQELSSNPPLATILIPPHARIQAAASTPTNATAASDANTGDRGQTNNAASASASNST
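Assay system: GST-fused GSK3beta enzyme, cell-free / Medium: Tris pH 7.5 buffer with MgCl2, DTT, BSA, heparin / Also added: peptide substrate plus 25 µM ATP (final) / Compound: 10 µM single point / Timing: kinase reaction with compound 60 min at room temperature / Detection: ADP-Glo luminescence / Benchmarks: DMSO neutral wells and GW8510 at 20 µM as positive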
KCNQ1 pot = potentiators or activators of human KCNQ1 potassium channel | 0.35% of 310,000 active | P51787 | AID 2648 | CHO-K1 KCNQ1, thallium flux FluxOR fluorescence; hits give high values | B-score at 10 µM;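 active means fluorescence ratio B-score, a plate-corrected score, at least three library SD, with initial intensity B-score within 5 SD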
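Schedule – 37 °C overnight plating, 90-min dark dye load, 20-min compound pretreatment · System – stable KCNQ1 CHO-K1 line · Probe or stimulus – thallium- and potassium-containing depolarizing buffer · Measured by – kinetic FluxOR fluorescence, 10 s baseline plus 110 s post-stimulus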
hERG rescue = shields human hERG channel from block by proarrhythmic agents; activation (rescue from dofetilide block), less the hit threshold, % at 10 µM; CHO-hERG, FluxOR thallium flux, dofetilide IC70 present; 0.51% of 310,000 active; Q12809; AID 1511;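 active means activation above the mean of controls blocked by dofetilide plus 5 SD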;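 further: thallium influx through hERG after potassium depolarization seen as dye fluorescence rise; in these data hits start at about 4.7%; inactives centre near -7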
GSK3 alpha inh = human GSK-3 alpha kinase inhibition; inhibition, % at 10 µM; 0.1% of 320,000 active; P49840; ADP-Glo luminescence, 60 min;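 in the data active means inhibition above about 50%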;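 further: GST-tagged GSK-3 alpha with peptide substrate and 25 µM ATP; 0% = DMSO neutral wells and 100% = GW8510 positive control wells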
KCNK9 block = blocks the human KCNK9 two-pore domain potassium channel; HEK293 KCNK9, FluxOR thallium flux fluorescence; hits give low values; B-score at 10 µM; AID 488922; 1.2% of 310,000 active;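 active means ratio B-score over 3 SD below the library mean, with starting fluorescence within 5 SD of its mean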;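 further: negative B-score means less thallium flux so channel inhibition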
Starred values were filed as active, the others as inactive; i = inactive; . = no result given. This is a subset, so the mix of outcomes need not match the whole.

SMILES	HDAC3 inh	DYRK1A inh	PolyA inh	KCNQ1 inh	RGS4 pot	KCNK3 inh	GSK3B inh	KCNQ1 pot	hERG rescue	GSK3 alpha inh	KCNK9 block
O=C(Nc1ccccc1)/C(=C/c1cccnc1)NC(=O)c1ccco1	3	-5	i	i	i	i	-3	i	-7	-5	i
CN(C)c1ccc(C(=S)N2CCN(Cc3ccccc3)CC2)cc1	5	-8	i	i	i	i	0	i	-13	6	i
CCc1ccc(CN(C)C(=O)CC2C(=O)NCCN2Cc2ccoc2)cc1 (configuration not stated)	2	0	i	i	i	i	3	i	-12	-4	i
Cc1c(C#N)c(NC(=O)CCl)n(Cc2cccs2)c1C	-5	-8	i	i	i	i	2	i	-4	-1	i
CC1Cc2cc(S(=O)(=O)N3CCCCC3)ccc2N1C(=O)C1CCC1 (configuration not stated)	-1	-2	i	i	i	i	1	i	-8	0	i
CC1(C)Cc2c(c(N3CCCC3)nc3sc(C(=O)Nc4ccccc4)c(N)c23)CO1	-14	.	i	i	i	i	1	i	-12	1	i
O=C(COC(=O)CCc1nc2ccccc2c(=O)[nH]1)Nc1c(Cl)cccc1C(F)(F)F	14	-4	i	i	i	i	-2	i	-10	1	i
COc1ccccc1CNC(=O)CNCCc1ccc(OC)c(OC)c1	5	1	i	i	i	i	5	i	-3	-7	i
Cc1nnc(NC(=O)CSc2nnc(CNC(=O)C34CC5CC(CC(C5)C3)C4)n2C2CCCCC2)s1	-5	2	i	i	i	i	-3	i	-9	0	i
Cc1ccc(NCc2nnc(SCC(=O)NNC(=O)Cc3ccccc3)n2C)cc1	-5	1	i	i	i	i	-1	i	-5	2	i
CCC(CC)C(=O)Nc1cc(OC)c(OC)cc1C(=O)O	0	-6	i	i	i	i	2	i	-7	-1	i
O=C(O)CC1S/C(=N/N=C/c2ccc(Br)cc2)N(c2ccccc2)C1=O (configuration not stated)	.	0	i	i	i	i	8	i	-6	.	i
Cc1cccc(OCc2nc(-c3nonc3N)no2)c1C	3	-6	.	i	i	i	-3	i	-10	1	i
CCOc1ccc(OCCOC(=O)CN2C(=O)NC3(CCCC3)C2=O)cc1	-1	5	i	i	i	i	1	i	-15	2	i
CC1(c2ccccc2)NC(=O)N(CC(=O)Nc2ccc(C(N)=O)cc2)C1=O (configuration not stated)	-8	2	i	i	i	i	1	i	-5	-2	i
CN(CC(=O)Nc1ccc(F)c(F)c1F)C(=O)c1cc(-c2ccncc2)nc2ccccc12	6	1	i	i	i	i	2	i	-26	1	i
CCOc1ccc(C(C)=O)cc1CSc1nc2nc(C)cc(C)n2n1	0	2	i	i	i	i	2	i	-14	-10	i
O=C(OCn1nnc2ccccc2c1=O)c1ccc(N2CCOCC2)c([N+](=O)[O-])c1	2	-3	i	i	i	i	1	i	-3	8	i
Cc1sc2nc(CSc3cccc(C(F)(F)F)c3)[nH]c(=O)c2c1C	0	-2	i	i	i	i	4	i	-4	1	i
Cc1ccc(-c2csc(N/N=C/C=C/c3ccccc3)n2)cc1	0	-7	i	i	i	i	4	i	-10	-3	i
COc1ccc(-n2nnnc2CNC(=O)C(=O)c2c(C)[nH]c3ccccc23)cc1	-5	-10	i	i	i	i	6	i	-18	0	i
O=C(Nc1nc2ccc(F)cc2s1)c1cccs1	6	7	i	i	i	i	4	i	-11	-1	i
CCCn1nnc(NCc2ccc(OCc3cccs3)c(OC)c2)n1	-3	-3	i	i	i	i	4	i	-11	.	i
CC1=NN(C(=O)c2ccc(Cn3nc(C)c(Br)c3C)cc2)C(O)(C(F)(F)F)C1 (configuration not stated)	-1	-1	i	i	i	i	-1	i	-3	0	i
Cc1nnc(NC(=O)c2nc(S(=O)(=O)Cc3ccccc3)ncc2Cl)s1	.	-2	i	i	i	i	0	i	-4	.	i

(more compounds)
SMILES	HDAC3 inh	DYRK1A inh	PolyA inh	KCNQ1 inh	RGS4 pot	KCNK3 inh	GSK3B inh	KCNQ1 pot	hERG rescue	GSK3 alpha inh	KCNK9 block
COc1ccc2oc(=O)c(C(=O)NC(C)c3ccccc3)cc2c1 (configuration not stated)	-5	1	i	i	i	i	-2	i	-9	-2	i
CCC(Oc1ccccc1)C(=O)Nc1ccccc1OC (configuration not stated)	-4	7	i	i	i	i	3	i	-7	2	i
Cc1ccnc(NS(=O)(=O)c2ccc(NC(=O)C3CC=CCC3C(=O)O)cc2)n1 (configuration not stated)	0	-4	i	i	i	i	5	i	-3	-1	i
COc1ccc(NC(=O)CCCn2cnc3ccccc3c2=O)c(OC)c1	-1	1	i	i	i	i	-2	i	-6	0	i
COc1ccc(-n2c(/C=C(\C)O)nc(=O)c3c(C)cc(C)nc32)cc1	2	-6	i	i	i	i	-1	i	-13	11	i
O=C(NCc1cccnc1)c1nn2cccnc2c1Cl	-2	10	i	i	i	i	-2	i	-10	0	i
O=C1CCCN2N=C(SCC(=O)Nc3ccc([N+](=O)[O-])cc3)SC2=N1	7	-1	i	i	i	i	-2	i	-5	-1	i
CCNC(=S)NNC(=O)c1ccc2ncccc2c1	10	.	i	i	i	i	-2	i	-9	0	i
O=C(NCCc1ccc2c(c1)OCCO2)c1cc2ccccc2o1	-1	5	i	.	.	i	1	.	.	-3	.
Cc1c(Br)c([N+](=O)[O-])nn1CC(=O)Nc1c(C)n(C)n(-c2ccccc2)c1=O	0	-2	i	i	i	i	-28	i	-10	-4	i
CCCNC(=O)c1oc2ccc3c(c2c1C)C(O)CC(C)(C)O3 (configuration not stated)	-45	1	i	i	i	i	-2	i	-12	1	i
O=c1c2c(c(-c3ccccc3)nn1Cc1ccccc1)CCCC2	-2	-1	i	i	i	i	2	i	0	-1	i
O=C(CN1CCN(c2ccccc2)CC1)NC(=O)NCc1ccco1	1	-1	i	i	i	i	-3	i	-11	1	i
Cc1ccccc1CN1CCC(Oc2ccc(C(=O)NCc3ccccn3)cc2)CC1	0	-2	i	i	i	i	-1	i	-4	-1	i
COc1ccc(-c2[nH]n(-c3ccc([N+](=O)[O-])cc3)c(=O)c2C=NCc2ccccc2)cc1	0	1	i	i	i	i	2	i	-4	-7	i
NC(=O)C1CCN(c2cc(Cl)nc(N)n2)CC1	10	3	i	i	i	i	0	i	-4	-10	i
Cc1ccccc1Nc1nc2nonc2nc1N1CCOCC1	-2	-6	i	i	i	i	3	i	-6	-1	i
Cc1nc2ccccc2nc1N1CCOCC1	1	2	i	i	i	i	1	i	-1	-1	i
Cc1c(Br)ccc(NC(=O)CCN2C(=O)C3C4CCC(C4)C3C2=O)c1C (configuration not stated)	6	.	i	i	i	i	2	i	-8	1	i
O=C(CN(C(=O)CCC(=O)Nc1nccs1)c1ccc(F)c(Cl)c1)NCc1ccco1	2	7	i	i	i	i	2	i	-2	-1	i
CC(=O)Nc1ccc(S(=O)(=O)NC2=NCN(CCOC(=O)c3ccccc3)CN2)cc1	-6	1	i	i	i	i	1	i	-7	0	i
COc1ccccc1NC(=O)Cc1noc(CSc2nnc(C)s2)n1	-2	3	i	i	i	i	0	i	-14	-2	i
Cc1nn(Cc2c(F)c(F)c(F)c(F)c2F)c(C)c1NC(=O)c1ccc(COc2ccc(Cl)cc2Cl)o1	5	-8	i	i	i	i	0	i	-11	-1	i
CC(C)Sc1nnc(Cn2c(=O)sc3ccccc32)n1-c1ccccc1	5	17	i	i	i	i	-2	i	-7	0	i
OCCCN=C1CCCc2c1[nH]c1ccc(Cl)cc21	-3	17	i	i	i	i	-3	i	-13	1	i

9 entries already listed, ordered by length of the SMILES, ascending.
SMILES	HDAC3 inh	DYRK1A inh	PolyA inh	KCNQ1 inh	RGS4 pot	KCNK3 inh	GSK3B inh	KCNQ1 pot	hERG rescue	GSK3 alpha inh	KCNK9 block
Cc1nc2ccccc2nc1N1CCOCC1	1	2	i	i	i	i	1	i	-1	-1	i
CCC(Oc1ccccc1)C(=O)Nc1ccccc1OC (configuration not stated)	-4	7	i	i	i	i	3	i	-7	2	i
Cc1ccccc1Nc1nc2nonc2nc1N1CCOCC1	-2	-6	i	i	i	i	3	i	-6	-1	i
O=C(NCCc1ccc2c(c1)OCCO2)c1cc2ccccc2o1	-1	5	i	.	.	i	1	.	.	-3	.
O=c1c2c(c(-c3ccccc3)nn1Cc1ccccc1)CCCC2	-2	-1	i	i	i	i	2	i	0	-1	i
CCCNC(=O)c1oc2ccc3c(c2c1C)C(O)CC(C)(C)O3 (configuration not stated)	-45	1	i	i	i	i	-2	i	-12	1	i
CC(C)Sc1nnc(Cn2c(=O)sc3ccccc32)n1-c1ccccc1	5	17	i	i	i	i	-2	i	-7	0	i
CC(=O)Nc1ccc(S(=O)(=O)NC2=NCN(CCOC(=O)c3ccccc3)CN2)cc1	-6	1	i	i	i	i	1	i	-7	0	i
Cc1c(Br)c([N+](=O)[O-])nn1CC(=O)Nc1c(C)n(C)n(-c2ccccc2)c1=O	0	-2	i	i	i	i	-28	i	-10	-4	i

Going on with the list:
SMILES	HDAC3 inh	DYRK1A inh	PolyA inh	KCNQ1 inh	RGS4 pot	KCNK3 inh	GSK3B inh	KCNQ1 pot	hERG rescue	GSK3 alpha inh	KCNK9 block
O=C(NC1CC1)c1ccc(COc2ccc(F)cc2)o1	2	4	i	i	i	i	1	i	-3	-3	i
Nc1ncnc(Nc2cccc(C(F)(F)F)c2)n1	3	45	i	i	i	i	-35	i	-11	12	i
C/C(=N\NC(N)=O)C1CC(Cc2ccccc2)C(=O)O1 (configuration not stated)	-3	-2	i	i	i	i	0	i	2	-1	i
Nc1ccc(C(=O)N2CCCC2)cc1CS(=O)(=O)c1ccc(Cl)cc1	3	4	i	i	i	i	-4	i	-8	1	i
COc1cc(C(=O)NCc2nnc(SCC(=O)N3CCCc4ccccc43)o2)cc(OC)c1OC	8	3	i	i	i	i	-2	i	-7	.	i
Cc1cc(-c2ccccc2)nc2c(Br)c(C(=O)O)nn12	-9	.	i	i	i	i	-2	i	-9	0	i
N#CC1=C(N)Oc2nc(-c3ccccc3)[nH]c2C1c1cccnc1 (configuration not stated)	-6	7	i	i	i	i	-4	i	-6	4	i
CCN1CCN(CC(=O)Nc2c(C(=O)OC)[nH]c3cccc(Cl)c23)CC1	.	.	i	i	i	.	2	i	-10	.	i
COCCNC(=O)C(c1cccs1)N(Cc1ccccc1)C(=O)Cn1nnc2ccccc21 (configuration not stated)	0	-2	i	i	i	i	2	i	-7	-2	i
